Screens from PubChem.
FN deposition inh: fibronectin deposition inhibition. AH1F fibroblasts, Alexa488-fibronectin deposition fluorescence, overnight. inhibition, % at 12.6 µM. 350,000 tested, 0.086% active;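 active = mean inhibition across replicates of 30% or more, regardless of how many single replicates reach that level; inconclusive = mean under 30% yet at least half of replicates reach 30%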;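 note: positive control wells lacked labelled fibronectin entirely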
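Assay system: AH1F fibroblasts / Quantity: 10000 cells per well / Medium: DMEM plus 2% serum, read in PBS / Reagent: labelled fibronectin 24 nM / Dosing: single dose, pinned / Times: 1 h cell attachment, overnight exposure to compound and label / Signal: fluorescence, ex 485 nm, em 525 nm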
esBAF inh: inhibitors of esBAF chromatin remodeling in mouse ES cells | Bmi1-luciferase knock-in reporter, 24 h; 100% = twice the neutral-well signal | reporter increase, % at 12.5 µM | 350,000 tested, 2% active; in the data active = activation above about 40%; inconclusive = no clear call, values can overlap the other calls;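 note: 0% = median of the plate's neutral control wells and 100% = double that signal; a rise in the Bmi1 reporter signal indicates esBAF inhibition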
EWS-Fli block: blocks EWS/Fli oncoprotein-driven transcription; inhibition, % at 12.6 µM; AID 651661; A673 NR0B1-luciferase reporter, viability-normalised; 350,000 tested, 0.67% active;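 active = mean inhibition of at least 50% after viability correction, with every replicate also passing that limit; inconclusive = mean reaches 50% but only one of two replicates passes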;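 note: firefly luciferase signal divided by Alamar Blue viability fluorescence both relative to DMSO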
S100A4 inh HTS: inhibitors of human S100A4 binding to myosin IIA peptide; P26447; S100A4/TAMRA-MyoIIA peptide fluorescence polarization; inhibition, % at 10.7 µM; 360,000 tested, 0.14% active;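 active = mean inhibition of at least 70% across replicates, with every replicate also reaching that level; inconclusive = mean inhibition reaches 70% but some replicates fall short; inactive = mean inhibition below 70%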
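Test system: S100A4 monomer protein; Medium: HEPES pH 7.2 with CaCl2, KCl, NaCl, DTT, Triton; Probe or stimulus: TAMRA-labelled myosin IIA heavy-chain peptide probe, 5 nM; Doses: one dose per compound; Times: polarization read 5 min after assay mix addition, stable 5–60 min; Benchmarks: neutral control DMSO, positive control TFP.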
RAD54 inh: RAD54 (human) branch migration inhibition | RAD54 Holliday junction branch migration, FAM/BHQ fluorescence | 360,000 tested, 0.14% active | Q92698 | inhibition, % at 10.4 µM;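 active = mean normalized replicate activity at least 40 and at least half of replicates scoring 40 or more; inconclusive = only one of the two criteria met; inactive = mean below 40 and under half of replicates reaching 40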;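 note: 0% = median of neutral control wells and 100% = median of positive control wells; inhibitors cause a drop in the FAM fluorescence signal; in these data hits start at about 50%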
RAD52 inh: blocks human RAD52 DNA annealing; recombinant RAD52 DNA annealing, FRET fluorescence; inhibition, % at 18.7 µM; 360,000 tested, 0.46% active;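 active = every replicate showing at least 50% inhibition; inconclusive = mean inhibition at least 50% but not in every replicate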
Target sequence (P43351 whole entry, looked up): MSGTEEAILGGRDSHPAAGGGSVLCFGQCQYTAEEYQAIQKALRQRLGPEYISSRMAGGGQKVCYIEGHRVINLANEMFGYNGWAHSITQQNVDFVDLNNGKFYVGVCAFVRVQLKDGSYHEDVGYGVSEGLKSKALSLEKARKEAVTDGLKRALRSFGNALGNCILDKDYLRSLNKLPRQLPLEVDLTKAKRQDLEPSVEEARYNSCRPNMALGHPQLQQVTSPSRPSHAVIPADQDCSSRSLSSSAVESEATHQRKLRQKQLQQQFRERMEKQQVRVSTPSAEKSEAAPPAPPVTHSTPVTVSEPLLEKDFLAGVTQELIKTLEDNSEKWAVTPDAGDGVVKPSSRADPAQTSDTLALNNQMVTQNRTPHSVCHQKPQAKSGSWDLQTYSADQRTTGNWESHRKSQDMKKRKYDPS
XiGFP reactiv: activators of X-chromosome reactivation in mouse fibroblasts | AID 743238 | 360,000 tested, 0.055% active | activation, % at 7.58 µM | XiGFP mouse fibroblasts, % GFP-positive cells imaging, 3 d; cells co-treated with 5-aza-dC sensitizer; scaled so ellipticine positive control = 100%;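 active = mean normalized replicate activation at least 10% and every replicate at or above 10%; inconclusive = only one of the two criteria met; inactive = mean below 10% and not all replicates reach 10%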;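 note: 0% = median of on-plate neutral control wells and 100% = ellipticine 6 µM median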
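assay system = SV40-immortalized XiGFP fibroblast cells, line 68-5-11 | buffer or medium = DMEM plus 5-aza-dC sensitizer | doses = single-point pinned compound dosing | times = 3-day compound exposure, then 15 min fixation at room temperature | benchmarks = positive control ellipticine, 6 µM final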
E-selectin induc: E-selectin induction on HUVECs; 260,000 tested, 0.37% active; HUVEC E-selectin immunofluorescence imaging; normalized: neutral wells 0, TNF-alpha wells 100; AID 686992; activation, % at 7.58 µM; P16581;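 active = mean E-selectin-positive cell signal at least 10% of the positive control, reached in at least 60% of replicates, without over 20% cell loss; inconclusive = no rule given, readout overlaps actives, possibly toxicity-flagged; inactive = the rest, including those meeting only one limit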;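 note: in these data hits start at about 27%; measured in HUVEC primary endothelial cells; signal is the percent of cells scored E-selectin positive by PE staining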
Target sequence (P16581 whole entry, looked up): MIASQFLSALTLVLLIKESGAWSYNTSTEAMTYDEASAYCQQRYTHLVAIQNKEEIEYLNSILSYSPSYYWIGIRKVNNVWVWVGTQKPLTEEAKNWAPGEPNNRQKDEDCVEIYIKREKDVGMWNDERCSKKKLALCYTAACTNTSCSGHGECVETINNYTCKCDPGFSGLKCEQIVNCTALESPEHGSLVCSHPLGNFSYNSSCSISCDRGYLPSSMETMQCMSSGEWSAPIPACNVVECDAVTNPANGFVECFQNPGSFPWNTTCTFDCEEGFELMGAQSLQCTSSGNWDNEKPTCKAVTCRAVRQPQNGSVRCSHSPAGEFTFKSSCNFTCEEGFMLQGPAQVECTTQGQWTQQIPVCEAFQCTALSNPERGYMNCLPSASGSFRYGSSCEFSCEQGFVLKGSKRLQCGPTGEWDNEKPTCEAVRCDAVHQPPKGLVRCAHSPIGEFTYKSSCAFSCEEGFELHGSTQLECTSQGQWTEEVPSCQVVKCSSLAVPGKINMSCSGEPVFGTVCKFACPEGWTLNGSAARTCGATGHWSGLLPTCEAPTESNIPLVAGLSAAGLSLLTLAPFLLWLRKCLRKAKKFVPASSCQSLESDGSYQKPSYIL
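Read-out: % PE-positive cells | Test system: HUVEC | Doses: One compound dose added by pin transfer | Buffer or medium: EGM-2 over gelatin coat | Signal: Immunofluorescence imaging | Benchmarks: TNF-alpha, DMSO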
* = called active by the depositor; ? = inconclusive; · = no result given; & = joins results of further samples.

SMILES | FN deposition inh | esBAF inh | EWS-Fli block | S100A4 inh HTS | RAD54 inh | RAD52 inh | XiGFP reactiv | E-selectin induc
Cc1ccc(-n2c(O)c(C=NC3CCS(=O)(=O)C3)c3ccccc3c2=O)c(C)c1 (stereo not given) | -4.0 | 3.4 | -19.4 | -1.8 | · | -6.0 | 0.0 | ·
CCC(=O)N1CC2(C1)[C@@H](c1ccc(-c3cccc(C)c3)cc1)[C@H](CO)N2S(C)(=O)=O | -10.2 | · | -4.2 | -2.1 | · | 10.3 | 0.0 | -0.2
CCC(c1nnnn1-c1ccc2c(c1)OCCO2)N1CCN(c2ncccc2C(F)(F)F)CC1 (stereo not given) | 2.6&-0.6 | · | 12.6&-0.1 | ? | · | -12.8&-6.0 | 0.5&0.6 | 0.5&0.7
COc1ccc(C(=O)OCC(=O)Nc2cccc(C(C)=O)c2)cc1OC | 6.4 | -7.6 | 0.5 | -12.4 | -4.7 | -13.7 | 0.0 | -0.1
CCCC(=O)Nc1ccc2c(c1)C(=O)N(C)[C@@H]1CC[C@H](CC(=O)NC3CCCC3)O[C@H]1CO2 | 9.7 | -2.1 | 4.5 | -23.3 | 2.2 | -15.3 | 0.2 | 0.0
COc1ccc(C(=O)O)cc1NC(=S)NC(=O)/C=C/c1ccc(C(C)C)cc1 | -2.4 | 11.0 | 2.4 | 1.3 | -1.0 | -8.7 | 0.0 | ·
CC1(C)Cc2ccccc2C(/C(C#N)=N/O)=N1 | 9.2 | -16.7 | 5.7 | -4.5 | -1.0 | -4.6 | 0.2 | ·
Cc1cc2c(nc1C)CCCN2S(=O)(=O)c1ccccc1 | 0.3 | · | 4.5 | -1.7 | · | -7.9 | -0.2 | 0.2
CN(C)S(=O)(=O)N1CCC(Oc2cccc(C(=O)N3CCCCCC3)c2)CC1 | -4.9 | -1.2 | 2.0 | -4.2 | 4.9 | -11.8 | 0.0 | 0.0
COc1ccccc1-c1cn(CC[C@@H]2CC[C@H](NC(=O)CCN3CCCCC3)[C@H](CO)O2)nn1 | 10.1 | -0.4 | 2.0 | 0.3 | 4.2 | -6.0 | -0.3 | -0.1
CCOc1ccc(NC(=S)c2ccc3ccccc3n2)cc1 | 0.0 | 19.6 | · | 0.4 | -1.6 | -4.2 | -0.1 | 0.5
CC(C)CCNC(=O)c1ccc(Cl)c(NC(=O)Cc2ccccc2)c1 | -2.8 | · | · | -0.9 | · | -3.9 | 0.3 | 1.5
C[C@@H]1CN([C@@H](C)CO)C(=O)Cc2cc(NC(=O)Nc3ccc(C(F)(F)F)cc3)ccc2O[C@H]1CN(C)C(=O)Nc1ccc(C(F)(F)F)cc1 | · | -0.9 | 1.2 | -1.6 | 7.2 | 14.8 | 0.2 | 0.1
COc1ccc(C(CNC(=O)c2ccc(-c3ccccc3)cc2)N(C)C)cc1OC (stereo not given) | 3.8 | -1.4 | 13.9 | -8.8 | -1.0 | -21.0 | 0.1 | ·
CC(=O)n1nc(-c2ccc(C)cc2)nc1NCc1ccc(F)cc1 | -3.0 | · | -59.3 | -1.0 | · | 5.1 | 0.3 | -1.3
C[C@@H]1CN([C@H](C)CO)C(=O)c2cc(NC(=O)Nc3cccc4ccccc34)ccc2O[C@@H]1CN(C)Cc1ccc(-c2ccccc2)cc1 | · | -3.9 | 9.4 | -0.9 | -6.4 | 17.1 | -0.2 | -0.1
CCN(CC)CCNC(=O)c1cc2ccccc2nc1Cl | -9.0 | · | -3.0 | -2.9 | 1.1 | 3.0 | 0.1 | 2.8
C[C@H]1CN([C@@H](C)CO)C(=O)c2ccccc2-c2ccccc2CO[C@@H]1CN(C)Cc1ccncc1 | -9.2 | -2.2 | 0.8 | 1.8 | -2.5 | 8.3 | 0.8 | 0.0
C[C@@H]1CCCCO[C@@H](CN(C)CC2CCCCC2)[C@@H](C)CN([C@@H](C)CO)C(=O)c2cc(NC(=O)Nc3cccc4ccccc34)ccc2O1 | · | 3.3 | 77.0* | 14.5 | -4.6 | 16.5 | -0.6 | 1.1
COc1c(Cl)cc(C(=O)NCc2ccco2)cc1Cl | -9.4 | 7.1 | 4.3 | -2.9 | -8.7 | 0.5 | 0.0 | ·
CCOC(=O)c1cccc(NC(=O)c2ccccc2C)c1 | -15.4 | · | -38.8 | 2.3 | · | -15.3 | -0.1 | 2.3
Cc1nc(SCC(=O)Nc2ccc3c(c2)OCCO3)nc(C)c1C | 5.2 | -1.4 | 0.7 | -9.6 | -3.4 | -20.8 | 0.3 | 0.7
COc1ccc(S(=O)(=O)N(C)C[C@@H]2OCCCC[C@@H](C)Oc3ccc(NC(=O)c4ccccc4)cc3C(=O)N([C@H](C)CO)C[C@@H]2C)cc1 | · | -2.2 | 6.4 | -5.3 | 2.2 | -59.6 | 0.7 | 0.0
CCCCN1C[C@H](O)[C@@H](O)[C@H](O)[C@H]1CO | -8.1 | -3.5 | -0.9 | -5.7 | 3.2 | -10.0 | 0.1 | -0.4
COc1ccc(CC(=O)Nc2cc(S(=O)(=O)N3CCCCC3)ccc2C)cc1 | 7.3 | -8.1 | 8.6 | -1.0 | 7.8 | -40.6 | -0.1 | -0.2
O=C1O[C@@H](c2ccc(O)cc2)Cc2cccc(O)c21 | -6.9 | 6.3 | 3.1 | 3.3 | 5.0 | -10.3 | 0.0 | -0.6
COC(=O)C1=C(COc2ccc(C=O)cc2OC)NC(=O)NC1c1cc(C)ccc1C (stereo not given) | -3.9 | · | -0.3 | -2.2 | · | -19.6 | 0.1 | -1.4
CCOC(=O)c1c(N)sc2c(OCC)c(Br)ccc12 | · | 4.6 | -28.8 | -2.8 | 4.4 | -5.7 | · | ·
COCCNc1nc2c(c(=O)[nH]c(=O)n2C)n1CCCc1ccccc1 | 1.2 | -6.8 | 7.8 | -2.1 | 7.8 | -8.7 | 1.2 | ·
OC(CNc1ccccc1)Cn1ccc2ccccc21 (stereo not given) | · | · | 7.4 | -4.2 | · | -12.3 | -0.1 | ·
Cc1ccsc1/C=C(\C(=O)c1ccc(OC(C)C)cc1)c1nc2ccccc2o1 | -8.1 | · | 16.3 | 5.9 | · | -13.6 | -0.1 | ·
CC(C)(C)OC(=O)C[C@H]1C/C=C\C[C@@H](CC(=O)N[C@@H](CO)Cc2ccccc2)C(=O)NCCOC1=O | -5.4 | 2.6 | 1.4 | 4.3 | -1.0 | -17.5 | 0.0 | 0.0
Cc1cc(O)c(C(C)C)cc1C1(c2cc(C(C)C)c(O)cc2C)OC(=O)c2ccccc21 | 1.9 | -4.4 | 28.7 | -5.3 | 14.9 | 3.0 | 0.1 | 0.4
CCC(=O)N1[C@H](CO)[C@H](c2ccc(-c3ccc(F)cc3)cc2)[C@@H]1CN(C)C(C)=O | -15.2 | -2.6 | -3.8 | -22.9 | 0.7 | -18.1 | 0.2 | -0.1
COc1ccc(S(=O)(=O)Nc2ccc3c(c2)C(=O)N([C@@H](C)CO)C[C@@H](C)[C@H](CN(C)C(=O)NC(C)C)O3)cc1 | · | -4.7 | -1.0 | · | · | · | -0.1 | -15.9
CCO[C@H]1OC(C(=O)N2CCOCC2)=C[C@@H](c2ccc(Br)cc2)[C@@H]1CCCO | -7.4 | 5.4 | -1.7 | -7.4 | 4.9 | -18.4 | 0.3 | 0.0
O=S1(=O)C[C@@H](N2CCN(CCO)CC2)[C@H](COCc2ccccc2)N1 | 11.6 | 1.6 | -2.5 | -6.7 | -3.4 | 2.0 | 0.0 | 0.0
COc1ccc2c3c([nH]c2c1)[C@@H](CO)N(C(=O)c1ccccn1)CC31CCN(C(=O)C2CCCC2)CC1 | -4.6 | · | 6.2 | -2.4 | · | 4.8 | 0.0 | 0.1
CCC(=O)C1CCCN(C(=O)c2ccc(OC3CCN(C(=O)c4cccnc4)CC3)cc2)C1 (stereo not given) | -5.7 | · | 4.2 | 0.4 | · | -6.0 | 0.0 | 0.9
O=c1c([N+](=O)[O-])c(O)c2cccc3c2n1CCC3 | -1.8 | -13.6 | 17.9 | 3.8 | -3.3 | -13.0 | 0.1 | ?
O=C(Cc1cccc(NC(=O)C2CCCN(C(=O)c3ccccc3)C2)c1)Nc1ccc(C(=O)N2CCOCC2)cc1 (stereo not given) | -11.2 | -3.3 | -4.6 | -0.1 | -1.4 | 1.4 | 0.1 | -0.1
COc1ccc(N2CCN(C(=O)CCc3cc(OC)c(OC)c(OC)c3)CC2)cc1 | 3.8 | 1.6 | 8.6 | -3.9 | -0.7 | -4.6 | 0.0 | 2.5
CCN1CCN(c2ccc(NC(=O)c3ccccc3F)cc2Cl)CC1 | -21.4 | 30.6 | -89.3 | 1.1 | 4.2 | -9.5 | 0.0 | 0.1
O=C(O)Cn1c(CC(=O)N2CCCC2)nc2ccccc21 | · | -5.5 | 5.1 | -4.9 | · | -34.1 | · | ·
COCC(=O)Nc1ccc2c(c1)C(=O)N(C)[C@@H]1CC[C@@H](CC(=O)NCC3CC3)O[C@H]1CO2 | -1.7 | -3.6 | 1.3 | 0.2 | -18.8 | -4.9 | 0.2 | 0.2
CCN(CC(=O)NCCc1ccc(Cl)cc1)Cc1nc2ccccc2c(=O)[nH]1 | 5.9 | · | 3.0 | -1.2 | · | -28.3 | 0.0 | 3.6
C=CCn1c(SCC#N)nnc1-c1ccc2ncccc2c1 | -4.5 | · | 2.4 | 2.4 | · | -2.8 | 0.1 | -1.7
COc1ccc(S(=O)(=O)N(C)C[C@@H]2OCCCC[C@@H](C)Oc3ccc(NS(=O)(=O)c4ccc(C)cc4)cc3C(=O)N([C@@H](C)CO)C[C@H]2C)cc1 | · | 12.0 | 4.1 | 11.9 | 13.9 | 3.0 | 0.4 | 0.0
C[C@H](CO)N1C[C@H](C)[C@@H](CN(C)S(C)(=O)=O)Oc2c(NC(=O)Nc3ccc(F)cc3)cccc2C1=O | · | -3.1 | -3.5 | -0.6 | -6.0 | 2.9 | 0.4 | ·
CCCCN1C(=O)C(CC(=O)NC2CCCCC2)CC(C(=O)N(CC)CC)=C1C (stereo not given) | 4.0 | 6.5 | 3.5 | -0.6 | 6.4 | -10.8 | 0.2 | 0.8
CCc1nc2ccc(C(=O)N(CC)CCN(C)C)cn2c1N(CC)CCOC | -7.8 | -1.6 | -3.3 | 3.0 | 7.6 | -8.5 | 0.0 | 1.5
CCC(=O)NCC(=O)OCC(=O)c1ccccc1 | 3.2 | -4.9 | · | · | -9.3 | · | · | -1.5
